S100A4 inh HTS: blocks human S100A4 binding to myosin IIA peptide; inhibition, % at 10.7 µM; P26447; 0.14% of 360,000 active; S100A4/TAMRA-MyoIIA peptide fluorescence polarization;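 active = mean inhibition of at least 70% across replicates, with every replicate also reaching that level; inconclusive = mean inhibition reaches 70% but some replicates fall short; inactive = mean inhibition below 70%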
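Test system – S100A4 monomer (human) · Compound – single-point compound testing · Schedule – 5 min incubation before reading · Probe or stimulus – TAMRA-labelled myosin IIA heavy-chain peptide probe, 5 nM · Benchmarks – neutral control DMSO, positive control TFP · Medium – Calcium-containing HEPES buffer, pH 7.2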
E-sel inducer: induces E-selectin expression in human endothelial cells | P16581 | HUVEC E-selectin immunofluorescence imaging; normalized: neutral wells 0, TNF-alpha wells 100 | activation, % at 7.58 µM | 0.37% of 260,000 active | AID 686992;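 active = mean E-selectin-positive cell signal at least 10% of the positive control, reached in at least 60% of replicates, without over 20% cell loss; inconclusive = no rule given, readout overlaps actives, possibly toxicity-flagged; inactive = the rest, including those meeting only one limit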;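 also: in these data hits start at about 27%; measured in HUVEC primary endothelial cells; signal is the percent of cells scored E-selectin positive by PE staining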
Target sequence (P16581 whole entry, looked up): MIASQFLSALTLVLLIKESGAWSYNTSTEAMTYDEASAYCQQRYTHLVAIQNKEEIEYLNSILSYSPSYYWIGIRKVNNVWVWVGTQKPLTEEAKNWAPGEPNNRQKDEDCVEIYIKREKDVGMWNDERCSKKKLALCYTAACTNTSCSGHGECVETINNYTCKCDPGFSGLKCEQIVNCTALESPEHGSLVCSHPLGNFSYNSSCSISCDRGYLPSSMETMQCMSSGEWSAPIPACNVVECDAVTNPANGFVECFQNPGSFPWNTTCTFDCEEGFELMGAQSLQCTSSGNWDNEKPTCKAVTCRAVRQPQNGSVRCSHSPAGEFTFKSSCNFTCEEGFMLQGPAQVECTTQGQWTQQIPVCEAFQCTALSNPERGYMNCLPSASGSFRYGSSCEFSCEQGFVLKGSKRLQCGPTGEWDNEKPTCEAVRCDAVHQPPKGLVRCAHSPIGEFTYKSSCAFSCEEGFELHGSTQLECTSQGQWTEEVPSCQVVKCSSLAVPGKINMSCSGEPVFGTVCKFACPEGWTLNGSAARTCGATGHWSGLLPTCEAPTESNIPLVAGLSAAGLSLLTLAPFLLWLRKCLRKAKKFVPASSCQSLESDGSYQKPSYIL
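assay system = HUVEC, human umbilical vein endothelial cells | input = 3,000 HUVEC seeded per well | medium = EGM-2 growth medium on 0.1% gelatin-coated wells | dosing = one compound dose added by pin transfer | signal = immunofluorescence imaging | read-out basis = % PE-positive cells | control set = TNF-alpha, DMSO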
Xi reactivation: reactivates the inactive X chromosome in mouse fibroblasts | AID 743238 | 0.055% of 360,000 active | activation, % at 7.58 µM | XiGFP mouse fibroblasts, % GFP-positive cells imaging, 3 d; cells co-treated with 5-aza-dC sensitizer; scaled so ellipticine positive control = 100%;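 active = mean normalized replicate activation at least 10% and every replicate at or above 10%; inconclusive = only one of the two criteria met; inactive = mean below 10% and not all replicates reach 10%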;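 also: 0% = median of on-plate neutral control wells and 100% = ellipticine 6 µM median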
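Material: XiGFP fibroblasts, SV40-immortalized. Buffer or medium: DMEM plus 5-aza-dC sensitizer. Compound: single concentration per compound, delivered by pin transfer. Times: 3 days compound exposure. Controls: ellipticine 6 µM.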
esBAF inh: SWI/SNF esBAF complex inhibition | mouse ES cells, Bmi1-luciferase knock-in reporter, 24 h; 100% = twice the neutral-well signal | reporter increase, % at 12.5 µM | 2% of 350,000 active; in the data active = activation above about 40%; inconclusive = no clear call, values can overlap the other calls;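 also: 0% = median of the plate's neutral control wells and 100% = double that signal; a rise in the Bmi1 reporter signal indicates esBAF inhibition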
ERp5 inh: blocks human ERp5 reductase activity on insulin. ERp5 insulin aggregation, absorbance 650 nm, 90 min. inhibition, % at 9.99 µM. 0.05% of 350,000 active. AID 651711;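 active = mean replicate inhibition above about 25%, with every replicate also reaching it, limit read from the data, passing the limit was not always enough; inconclusive = only one of those two criteria met; inactive = neither criterion met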
RAD54 branch: inhibitors of human RAD54 branch migration; Q92698; RAD54 Holliday junction branch migration, FAM/BHQ fluorescence; inhibition, % at 10.4 µM; 0.14% of 360,000 active; AID 602329;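 active = mean normalized replicate activity at least 40 and at least half of replicates scoring 40 or more; inconclusive = only one of the two criteria met; inactive = mean below 40 and under half of replicates reaching 40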;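 also: 0% = median of neutral control wells and 100% = median of positive control wells; inhibitors cause a drop in the FAM fluorescence signal; in these data hits start at about 50%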
RAD52 anneal inh: inhibitors of human RAD52 DNA annealing; P43351; recombinant RAD52 DNA annealing, FRET fluorescence; inhibition, % at 18.7 µM; 0.46% of 360,000 active;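 active = every replicate showing at least 50% inhibition; inconclusive = mean inhibition at least 50% but not in every replicate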
Target sequence (P43351 whole entry, looked up): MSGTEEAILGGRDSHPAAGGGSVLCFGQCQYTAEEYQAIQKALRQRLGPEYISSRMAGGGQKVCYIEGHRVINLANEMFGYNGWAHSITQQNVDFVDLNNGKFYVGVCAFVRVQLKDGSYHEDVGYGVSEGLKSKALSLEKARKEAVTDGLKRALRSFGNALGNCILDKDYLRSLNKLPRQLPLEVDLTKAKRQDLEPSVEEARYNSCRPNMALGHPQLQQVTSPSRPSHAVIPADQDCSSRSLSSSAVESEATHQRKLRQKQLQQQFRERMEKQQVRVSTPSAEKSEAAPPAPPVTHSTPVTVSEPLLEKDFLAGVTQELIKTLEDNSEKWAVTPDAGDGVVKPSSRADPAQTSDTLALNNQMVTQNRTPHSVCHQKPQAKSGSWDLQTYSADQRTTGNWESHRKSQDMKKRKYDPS
ERAP1 inh: inhibitors of human ERAP1 aminopeptidase | Q9NZ08 | recombinant ERAP1, Leu-AMC fluorescence, 60 min | inhibition, % at 10.7 µM | 0.15% of 340,000 active;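 active = mean replicate inhibition of at least 30%, or all replicates individually reaching that 30% level; inactive = mean below 30% and not every replicate reaching it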;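 also: 0% = neutral control wells and 100% = L-leucinethiol positive control wells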
* marks the source's active call; other numbers are inactive results; u = inconclusive; x = not tested or not shown; & = joins results of further samples.

SMILES | S100A4 inh HTS | E-sel inducer | Xi reactivation | esBAF inh | ERp5 inh | RAD54 branch | RAD52 anneal inh | ERAP1 inh
O=c1c2ccccc2oc2cc(Br)ccc12 | -5 | -0.5 | 0.2 | 71* | -1 | -5 | -13 | 0
COc1ccc(S(=O)(=O)N2Cc3ccccc3CC2C(=O)N2CCOCC2)cc1 (configuration not stated) | -2 | x | x | -5 | -10 | 3 | -14 | -1
Nc1n[nH]c(-c2ccc([N+](=O)[O-])cc2[N+](=O)[O-])n1 | 0 | x | 0.0 | x | -5 | x | -15 | 0
O=C(COC(=O)c1ccccc1OC(F)F)Nc1ccc(N2CCCCC2)cc1 | -7 | 1.5 | 0.1 | 8 | 0 | -8 | -10 | -1
CC(OC(=O)CCc1nc2ccccc2c(=O)[nH]1)C(=O)c1ccc(C(C)(C)C)cc1 (configuration not stated) | -1 | 0.1 | 0.2 | x | 6 | x | -16 | 8
Cn1cccc1C(=O)NC1CCCCCC1 | -2 | 1.6 | -0.2 | 64* | 4 | 0 | -12 | -5
O=C(C[C@H]1CC[C@@H]2[C@H](COC[C@H](O)CN2Cc2cc(F)cc(F)c2)O1)NCc1cccc(F)c1 | 1 | 0.1 | 0.2 | -3 | 10 | 3 | -11 | 1
COc1ccc(CN2CCC3CC2c2cc(Cl)ccc23)cc1 (configuration not stated) | 8 | x | 0.3 | 0 | 8 | -9 | -4 | -2
C[C@H](CO)N1C[C@H](C)[C@H](CN(C)Cc2ccccc2)Oc2ncc(Br)cc2C1=O | -1&10&-4&38 | 0.0&-0.2 | -0.2&-0.2 | -4&-5&6&-4 | 4&-13&4&-20 | 0&-9&-3&-7 | -7&14&4&10 | 12&2&8&5
COCC(=O)Nc1ccc2c(c1)C(=O)N(C)C[C@H](OC)[C@@H](C)CN(Cc1ccncc1)[C@H](C)CO2 | 10 | 0.0 | 0.0 | -5 | -2 | -9 | 1 | -4
CN(C)CCCNC(=O)C[C@H]1C=C[C@@H](NS(=O)(=O)c2ccc(F)cc2)[C@H](CO)O1 | 4 | -0.3 | -0.6 | 0 | -1 | 6 | 8 | -1
CC1CC(C)CN(S(=O)(=O)c2cc3c4c(c2)CCN4C(=O)CC3)C1 (configuration not stated) | 6 | x | 0.1 | -5 | -2 | -11 | -7 | -2
COc1ccccc1CN1[C@H](CO)[C@@H]2c3ccccc3N(C(=O)c3cccnc3)C[C@@H]21 | 2 | 0.6 | 0.1 | -2 | -1 | -15 | 2 | 6
CCOC(=O)c1c(C)nn(-c2ccc(NC(=O)c3cccs3)cc2)c1C | -4 | x | 0.1 | x | -7 | 1 | -17 | 0
CCc1ccc[n+](-c2[nH]c(=O)sc2/C=N/N=C(\[O-])c2ccncc2)c1 | 0 | 0.8 | 0.0 | x | -2 | x | 1 | 3
CN(C(=O)COC(=O)c1cc([N+](=O)[O-])ccc1N1CCOCC1)C1CCCCC1 | -1 | 0.0 | -0.1 | -2 | 7 | -1 | -8 | 9
Cc1onc(-c2ccccc2)c1C(=O)N1CCN(C(=O)C(=O)c2cccc(C(F)(F)F)c2)CC1 | -1 | -0.1 | 0.1 | x | -3 | x | -5 | 3
CC(=O)c1c(N2CCN(c3ccccn3)CC2)nc(=S)n(-c2ccccc2)c1C | -1 | x | 0.1 | x | 11 | x | 10 | -2
CC(C)(C)OC(=O)C[C@@H]1C/C=C\C[C@@H](CC(=O)N[C@@H](CO)Cc2ccccc2)C(=O)N2CCC[C@H]2COC1=O | 1 | 0.0 | 0.1 | 4 | -1 | -2 | -11 | -1
C[C@@H]1CN([C@@H](C)CO)S(=O)(=O)c2ccc(C#CCN(C)C)cc2O[C@@H]1CN(C)Cc1ccccn1 | -7 | -0.1 | -0.5 | 0 | -2 | -5 | 2 | -6
O=C(O)C(Cc1c[nH]c2ccccc12)N1C(=O)C2C3c4ccccc4C(c4ccccc43)[C@@H]2C1=O (some centres not stated) | -8 | 4.1 | 0.1 | 4 | 6 | 2 | -13 | x
CCC(=O)Nc1ccc2c(c1)C(=O)N(C)C[C@H](OC)[C@H](C)CN(C(=O)c1ccccn1)[C@@H](C)CO2 | 5 | 0.1 | 0.2 | -4 | 1 | 5 | -8 | 4
CCOc1ccc(C2CC(=O)N(Nc3ccc([N+](=O)[O-])cc3[N+](=O)[O-])C2=O)cc1 (configuration not stated) | -2 | x | 0.1 | x | 1 | x | -13 | 2
CC(C)CCNC(=O)CCCc1ccccc1 | -1 | x | 0.1 | 5 | 2 | 4 | -7 | 1
CO[C@H]1CN(C)C(=O)c2cc(NS(=O)(=O)CC(F)(F)F)ccc2OC[C@@H](C)N(Cc2cccnc2)C[C@@H]1C | 1 | 0.1 | 0.2 | 0 | 3 | 2 | 0 | 4

The list goes on.
SMILES | S100A4 inh HTS | E-sel inducer | Xi reactivation | esBAF inh | ERp5 inh | RAD54 branch | RAD52 anneal inh | ERAP1 inh
COCC(=O)N(C)C[C@@H]1Oc2cc(-c3ccccc3F)ccc2S(=O)(=O)N([C@H](C)CO)C[C@@H]1C | 57 | -0.4 | -0.2 | 1 | 5 | -2 | -11 | -2
CNC(=O)C[C@H]1CC[C@@H]2[C@@H](COc3ccc(NC(=O)c4ccc(C(F)(F)F)cc4)cc3C(=O)N2C)O1 | x | 0.1 | 0.1 | 11 | x | -2 | x | x
Cc1nn(CC(=O)NCc2cccnc2)c(C)c1[N+](=O)[O-] | -1 | 2.4 | 0.0 | x | 4 | x | -10 | 1
COC(=O)C1=C(C)NC(=S)NC1c1sccc1C (configuration not stated) | -2 | 1.0 | -0.7 | x | -4 | x | -55 | 7
Cc1ccnc(Nc2nc(-c3ccc(O)c(O)c3)cs2)c1 | 0 | 0.0 | 0.3 | 17 | -3 | 14 | 3 | 0
O=C(Oc1ccccc1)N1CCCC1 | -9 | u | -0.1 | -10 | 2 | -13 | -9 | 0
CCS(=O)(=O)N1CCC(C(=O)Nc2ccc3c(c2)CCC3)CC1 | 0 | -0.4 | 0.1 | 9 | -3 | -12 | -8 | -1
CCC(=O)c1ccc(OCc2ccc(C(=O)OC)cc2)cc1 | -1 | x | 1.5 | 60* | -3 | -1 | -12 | -3
CC(NCc1cc(Br)ccc1OCC(N)=O)C12CC3CC(CC(C3)C1)C2 (configuration not stated) | -10 | 0.0 | 0.3 | 9 | 1 | 2 | -7 | x
C[C@@H]1CCCCO[C@H](CN(C)C(=O)Nc2ccccc2)[C@H](C)CN([C@H](C)CO)C(=O)c2cc(NS(=O)(=O)c3cn(C)cn3)ccc2O1 | 1 | -0.2 | 0.3 | 0 | 0 | 5 | 11 | 0
O=C(O)c1ccc(S(=O)(=O)N2CCCC2)cc1 | 4 | 0.7 | 0.0 | -3 | -2 | 1 | 2 | -2
O=C(Nc1ccc(Cl)cc1)c1ccc2sc([C@@H]3O[C@H](CO)[C@@H](O)[C@H]3O)nc2c1 | 11 | 0.2 | 0.1 | 39 | 1 | -13 | -1 | -1
Cc1cc(=O)[nH]c(NN=Cc2cc(Br)ccc2O)n1 | -7 | 0.3 | 0.2 | -45 | 4 | 3 | -17 | -1
C[C@H](CO)N1C[C@H](C)[C@@H](CN(C)CC2CC2)Oc2ccc(NS(=O)(=O)c3ccc(F)cc3)cc2C1=O | -1 | 5.9 | -1.0 | -1 | 6 | 3 | 7 | -1
Cc1noc(C)c1S(=O)(=O)Nc1ccc2c(c1)C(=O)N([C@@H](C)CO)C[C@@H](C)[C@@H](CN(C)C(=O)C1CCCCC1)OCCCC[C@@H](C)O2 | -3 | -0.2 | 0.2 | 5 | 1 | 1 | 6 | -1
O=C(C[C@@H]1CC[C@@H](NC(=O)C2CC2)[C@H](CO)O1)NC1CCC1 | -22 | -0.1 | 0.0 | -5 | -1 | 0 | 2 | 2
CO[C@H]1CN(C)C(=O)c2ccc(NC(C)=O)cc2OC[C@H](C)N(Cc2ccccc2C(=O)O)C[C@H]1C | -1 | 0.0 | 0.0 | -3 | -7 | 3 | -5 | -2
CCCCc1nc(NCCO)c(C#N)c2c1CCCC2 | -1 | x | 0.1 | 1 | -7 | -1 | 10 | 1
Cc1ccc(SCC(=O)Nc2oc(C)c3c(C)n[nH]c(=O)c23)cc1C | -6 | 5.8 | 0.2 | -1 | 3 | -9 | -15 | 0
O=C(CCCCCN1C(=O)c2cccc3cccc(c23)C1=O)NCCO | 3 | x | 0.1 | 1 | -3 | x | 4 | 8
C[C@H](O)C#Cc1ccc([C@H]2[C@H]3CN(C(=O)c4cccc(F)c4)CCCCN3[C@H]2CO)cc1 | 1 | -0.7 | 0.3 | 4 | -1 | -9 | -18 | -3
CC(=O)c1ccc(NC(=O)C2=CC(c3ccco3)=NS(=O)(=O)N2C)cc1 | -2 | x | 0.0 | 8 | 0 | -21 | -7 | 8
Cc1ccc(-n2c(SCC(=O)NCc3ccco3)nc3c([nH]c4ccccc43)c2=O)cc1 | 3 | 1.4 | 0.0 | 11 | -1 | -9 | -17 | 2
O=C(c1ccoc1)N1CCCC(CO)(CCCc2ccccc2)C1 (configuration not stated) | -1 | 1.7 | 0.0 | 0 | -14 | 3 | 2 | 3
N#CCC1(O)C(=O)Nc2ccccc21 (configuration not stated) | 1 | x | x | x | 1 | x | 3 | 5

New compounds follow:
SMILES | S100A4 inh HTS | E-sel inducer | Xi reactivation | esBAF inh | ERp5 inh | RAD54 branch | RAD52 anneal inh | ERAP1 inh
O=[N+]([O-])c1ccc(Cl)cc1NCC1CCCO1 (configuration not stated) | -1 | -0.4 | 0.4 | 0 | -2 | -7 | -13 | 1
COC(=O)[C@@H]1[C@H](CCc2ccccc2)NC(=O)N(Cc2ccccc2)[C@@H]1C | -2 | -0.1 | -0.5 | -4 | -2 | -5 | -7 | 0
C[C@@H]1CN([C@H](C)CO)C(=O)c2cccc(NC(=O)C3CCCCC3)c2O[C@H]1CN(C)C(=O)Nc1cccc2ccccc12 | 7 | 0.2 | 0.1 | 4 | -1 | 0 | -5 | 1
CC(=O)Nc1cccc(OCC(=O)Nc2cccc(S(=O)(=O)N3CCCC3)c2)c1 | 10 | 2.5 | 0.0 | 5 | -1 | -15 | 5 | -5
CN1C(=O)c2cc(NC(=O)Cc3cccs3)ccc2OC[C@H]2O[C@@H](CC(=O)NCCc3ccncc3)CC[C@@H]21 | 15 | 0.1 | 0.0 | 7 | -1 | 4 | 12 | -1
C#CCN(C[C@H]1[C@H](OC(=O)NC2CC2)[C@H](OC(=O)NC2CC2)C[C@H]2C(=O)N(c3ccccc3)C(=O)[C@@H]12)S(=O)(=O)c1ccc(C)cc1 | 2 | 1.9 | 0.8 | 5 | 2 | -1 | 0 | x
CCCNC(=S)N1CCN(c2nc(-c3ccc(C)cc3)cs2)CC1 | -9 | 0.1 | 0.0 | 5 | 6 | 1 | -2 | -1
CCNC(=O)C[C@H]1CC[C@@H](NC(=O)C2CCC2)[C@@H](CO)O1 | -9 | -0.1 | -0.2 | 3 | -7 | -3 | -1 | -1
